D2 ag: activates the human D2 dopamine receptor; P14416; HEK293 T-REx D2 cells, calcium flux agonist mode; activation, % at 2 µM; actives 0.53% (n = 340,000);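 active = activation over 3 SD above normal in the single-dose calcium agonist read, cut at about 30% in these data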; note: 0% is about no effect
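Agonism is scored from calcium flux in a force-coupled, inducible HEK293 cell line expressing D2, read kinetically for 180 s after compound addition against dopamine controls.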
IDH1 R132H inh: blocks human mutant IDH1 R132H enzyme. IDH1-R132H enzyme, NADPH consumption, diaphorase/resazurin fluorescence. Potency, µM (highest dose often 76.6 µM), inactives show at the top dose activity change, negative = inhibition, actives largely listed as inhibitors. O75874. actives 0.093% (n = 390,000); note: potency is the fitted concentration of half-maximal effect; % is set by controls: 0 for no effect and ±100 for the full control effect; nearly all actives have a fitted effect of over 65% in size
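IDH1-R132H (0.5 ug/mL dispensed) in pH 7.5 Tris buffer was preincubated 30 min with compound, then given a substrate mix of 0.016 mM NADPH and 2 mM alpha-KG for 80 min at room temperature; remaining NADPH was read by diaphorase/resazurin fluorescence.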
Pin1 inh: human Pin1 inhibition; actives 0.009% (n = 390,000); Pin1 FP peptide displacement, HiFluor488, 10 min; Potency, µM (doses to about 115 µM), inactives show at the highest dose activity, negative = inhibition, usual class: inhibitors; Q13526; AID 504891; active = well fitted inhibition curve with a large enough effect in the polarisation, with a control signal flat, not every such curve was filed as active; inconclusive = small, poorly fitted or top-dose-only effect, or effect the other way, or a change in a side signal; inactive = no such curve, though single readings can be large or run the other way; the % refers to the polarisation; note: potency is the fitted concentration of half-maximal effect; % is set by controls: 0 for no effect and ±100 for the full control effect
Target sequence (Q13526 whole entry, looked up): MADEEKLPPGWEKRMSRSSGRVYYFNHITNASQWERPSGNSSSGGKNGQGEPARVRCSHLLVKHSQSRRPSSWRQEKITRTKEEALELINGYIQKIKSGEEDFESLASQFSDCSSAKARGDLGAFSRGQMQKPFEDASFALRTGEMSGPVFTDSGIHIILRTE
TrxR1 substrate: substrates of rat thioredoxin reductase 1. O89049. Potency, µM (doses to about 114 µM), for the others: at the top dose activity change, negative = substrate turnover. AID 588456. purified TrxR1 substrate turnover, NADPH consumption readout. actives 0.01% (n = 390,000); note: potency is the fitted concentration of half-maximal effect; % is set by controls: 0 for no effect and ±100 for the full control effect; nearly all actives have a fitted effect of over 50% in size
Target sequence (O89049 whole entry, looked up): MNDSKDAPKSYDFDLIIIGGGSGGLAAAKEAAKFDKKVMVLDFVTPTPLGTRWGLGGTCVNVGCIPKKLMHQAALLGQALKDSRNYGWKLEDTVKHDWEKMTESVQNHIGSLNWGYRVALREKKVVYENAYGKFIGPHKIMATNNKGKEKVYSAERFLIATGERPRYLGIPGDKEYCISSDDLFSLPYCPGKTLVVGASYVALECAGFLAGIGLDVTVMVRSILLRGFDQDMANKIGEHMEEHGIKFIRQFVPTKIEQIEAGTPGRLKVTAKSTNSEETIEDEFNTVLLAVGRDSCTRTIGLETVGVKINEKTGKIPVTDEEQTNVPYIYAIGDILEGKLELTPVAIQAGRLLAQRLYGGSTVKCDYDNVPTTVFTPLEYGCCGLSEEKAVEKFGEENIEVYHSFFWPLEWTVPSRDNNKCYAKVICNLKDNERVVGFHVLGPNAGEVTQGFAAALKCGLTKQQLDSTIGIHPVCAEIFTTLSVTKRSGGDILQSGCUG
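Rat TrxR1, dispensed at 90 nM, was prereduced with 400 uM NADPH (final) for 5 min at ~22 deg C, then incubated with compound 15 min before 400 uM selenite. A first-read NADPH fluorescence drop versus no-compound background flagged substrates.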
USP1-UAF1 inh: blocks the human USP1/UAF1 deubiquitinase complex | Potency, µM (series often up to 57.1 µM), for inactives: top-dose activity change, negative = inhibition, actives largely listed as inhibitors | recombinant USP1/UAF1, Ub-Rhodamine cleavage fluorescence | actives 0.23% (n = 390,000) | O94782; note: potency is the fitted concentration of half-maximal effect; % is set by controls: 0 for no effect and ±100 for the full control effect; nearly all actives have a fitted effect of over 60% in size; inactives centre near -12
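USP1/UAF1 complex at 1 nM was preincubated with compound for 15 min at room temperature, then Ub-Rho substrate (150nM final) was added. Fluorescence (480/540 nm) was read kinetically, 6 reads every 60 seconds.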
TRHR enhancer: TRH receptor (human) allosteric enhancement | P34981 | TRHR cells, fluo-8 calcium fluorescence, EC20 TRH enhancement | enhancement, % at 2 µM | actives 0.66% (n = 360,000); in the data active = enhancement above about 30%; note: 0% is about no effect
Target sequence (P34981 whole entry, looked up): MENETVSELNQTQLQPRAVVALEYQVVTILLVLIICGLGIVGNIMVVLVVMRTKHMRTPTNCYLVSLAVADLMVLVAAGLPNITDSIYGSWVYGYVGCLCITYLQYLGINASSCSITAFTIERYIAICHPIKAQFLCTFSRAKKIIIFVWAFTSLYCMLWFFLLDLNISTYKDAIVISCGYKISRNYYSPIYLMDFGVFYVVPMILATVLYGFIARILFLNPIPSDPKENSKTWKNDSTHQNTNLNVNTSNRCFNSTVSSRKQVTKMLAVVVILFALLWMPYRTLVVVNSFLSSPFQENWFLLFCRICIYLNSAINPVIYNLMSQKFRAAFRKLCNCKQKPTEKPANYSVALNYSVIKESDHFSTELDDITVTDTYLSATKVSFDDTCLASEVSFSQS
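TRHR-expressing cells loaded with fluo-8 calcium dye were read kinetically (ex 480/em 530) during compound addition, then stimulated with an EC20 of TRH (10 nM final). Enhancement of the Gq-mediated intracellular calcium response was scored.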
TRHR ag: activates the human TRH receptor | P34981 | TRHR cells, calcium flux fluo-8, FDSS agonist mode | activation, % at 2 µM | actives 0.18% (n = 360,000) | AID 493084; in the data active = activation above about 30%; note: 0% is about no effect
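TRHR-expressing cells, plated overnight in medium with 10% serum, were loaded with fluo-8 calcium dye at room temperature. After a 10 s baseline, library compound was pin-added and calcium release was recorded kinetically (ex 480/em 530) as agonist response.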
D2 antag: antagonizes the human D2 dopamine receptor; P14416; HEK293 TREx D2 cells, calcium flux, dopamine EC80; AID 485344; actives 2% (n = 340,000); inhibition, % at 10 µM; in the data active = inhibition above about 30%; note: 0% is about no effect
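Overnight-induced (tetracycline, 30 C) HEK293 T-REx cells carrying force-coupled D2 receive a no-wash calcium dye, then compound, then EC80 dopamine at 180 s; signals are read kinetically throughout.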
TrxR1 inh: blocks rat thioredoxin reductase 1 | recombinant rTrxR1, NADPH fluorescence consumption, selenite substrate | Potency, µM (titrated, usually from 114 µM), for the others: at the highest dose activity change, negative = inhibition, hits mostly inhibitors | actives 1% (n = 390,000) | AID 588453; note: potency is the fitted concentration of half-maximal effect; % is set by controls: 0 for no effect and ±100 for the full control effect; nearly all actives have a fitted effect of over 65% in size
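Rat TrxR1 (90 nM in the dispensed reagent) was pre-reduced with 400 uM NADPH for 5 min at room temperature, then incubated with compound for 15 min. After 400 uM selenite was added, NADPH fluorescence (Ex 340/Em 450 nm) was followed for 8 min.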
An asterisk follows results filed as active; u = inconclusive; x = not tested or not shown; [ ] = another dose, or the depositor's remark. Unless noted, calls come from the whole dose curve; as a rule, active = well fitted inhibition curve with a large enough effect; inconclusive = small, poorly fitted or top-dose-only effect; inactive = no such curve, though single readings can be large or run the other way. These rows are one share of the data, so the mix of outcomes need not match the whole.

SMILES | D2 ag | IDH1 R132H inh | Pin1 inh | TrxR1 substrate | USP1-UAF1 inh | TRHR enhancer | TRHR ag | D2 antag | TrxR1 inh
CCOC(=O)N1CCc2c(sc3c2c(=O)n(-c2ccc(CC)cc2)c(=O)n3CC(=O)c2ccc(F)cc2)C1 | 0.5 | -3% | -1% | 9% | -10% | -12 | 0.6 | x | 23%
O=C(Nc1cccc2ccccc12)N1CCCN(c2c(Cl)cncc2Cl)CC1 | -0.2 | 0% | -2% | 0% | -14% | -6 | 0.4 | -5 | -13%
Cn1c(=O)oc2cc(S(=O)(=O)NC(Cc3ccccc3)C(=O)NCc3ccccc3Cl)ccc21 (centres undefined) | 0.7 | 0% | 5% | 2% | -12% | -11 | 0.7 | x | 5%
COc1ccc(CNC(=O)Nc2cccs2)cc1OC | -0.6 | 2% | 14% | -1% | -9% | -4 | -0.1 | 8 | -16%
CC(C)C[C@@H](CSc1ccccc1)N1CCN(CCc2ccccc2)CCC1=O | 0.6 | -4% | -15% | 3%[57.1 µM] | 0% | -2 | -0.2 | 1 | u
Nc1ccccc1C(=O)N/N=C1/C2CN3CCN(C2)CC1(Cc1ccccc1)C3 | -0.2 | 9% | -8% | 54%[activator] | -17% | 3 | -0.7 | -22 | -4%
CN1CCC(=NNC(=O)C(=O)Nc2ccc(F)cc2)CC1 | -2.2 | 5% | 1% | 0%[57.1 µM] | -6% | 11 | -0.6 | -13 | 20%[57.1 µM]
CCOC(=O)C1=C(C)OC(N)=C(C#N)C1c1ccc(OC)c(CSc2ccccn2)c1 (centres undefined) | 2.3 | -16% | 28% | -15% | -21% | -2 | 0.1 | -6 | -17%
COC(=O)c1ccccc1NC(=O)c1cn(-c2ccc(C)c(C)c2)c(=O)c2ccccc12 | -0.3 | -3% | 19% | 27% | -21% | 0 | 0.1 | 5 | 22%
Cc1ccc(-c2nc(SCC(=O)Nc3cc(S(=O)(=O)N4CCCCC4)ccc3Cl)n[nH]2)cc1 | -0.8 | -1% | 45%[activator] | -6% | -25% | -12 | 0.4 | -4 | -8%
CCCC1(C(=O)OCC)NC(c2cc(OC)c(OC)c(OC)c2)C2C(=O)N(CC)C(=O)C21 (centres undefined) | 0.3 | 2% | -4% | -11% | 0% | -1 | 0.3 | 26 | -12%
Cc1ccc(NCc2cccnc2)c(Br)c1 | 0.5 | 7% | -3% | 5%[57.1 µM] | -4% | 3 | -0.3 | 10 | 15%[57.1 µM]
C/C=C/C=C/C(=O)[C@@H]1[C@@H]([C@]2(C)OC(=O)C(C)=C2O)[C@H]2/C(=C(O)/C=C/C=C/C)C(=O)[C@]1(C)C(=O)C2(C)O (some centres undefined) | -1.0 | -11% | u | -12% | u | 3 | 0.1 | -11 | u
COc1ccc(Cn2c(=O)c3ccccc3n3c(-c4cccc(OC)c4OC)nnc23)cc1 | 0.1 | 0% | 1% | -3% | -5% | 3 | 0.1 | x | 15%
Cc1cccn2c(=O)c3cc(C(=O)NC4CCCCC4)c(=N)n(CCN4CCOCC4)c3nc12 | x | 0% | -15% | 71%[activator] | -18% | -3 | -1.3 | x | 18%
COc1ccc(CC(=O)Nc2c3c(nn2-c2cccc(C)c2C)CS(=O)C3)cc1 (centres undefined) | 1.5 | 1% | 3% | 3%[57.1 µM] | -15% | 1 | -0.6 | 7 | -11%
CCCCOc1cccc(C(=O)Nc2ccccc2N2CCCC2)c1 | x | -2% | 14% | 8%[57.1 µM] | -17% | 6 | 0.0 | x | 2%[57.1 µM]
CCn1nc(C(=O)OCC(=O)NCC(C)C)c2ccccc2c1=O | 4.0 | 1% | -13% | 7%[57.1 µM] | -11% | 0 | -0.9 | 4 | 18%[57.1 µM]
CCOC(=O)c1c(C)nn(-c2ccc(NC(=O)c3cccs3)cc2)c1C | 0.9 | 15% | -4% | -6% | -16% | 5 | 0.2 | -27 | 17%
O=C(Oc1ccccc1)c1cccnc1Oc1ccccc1 | -0.1 | -3% | 0% | -3% | -12% | 7 | -0.6 | 16 | 20%

Arranged by the number under Pin1 inh (highest first): 3 from the list above
| SMILES | IDH1 R132H inh | Pin1 inh | TrxR1 substrate | USP1-UAF1 inh | TRHR enhancer | TRHR ag | D2 antag | TrxR1 inh |
| --- | --- | --- | --- | --- | --- | --- | --- | --- |
| CCOC(=O)C1=C(C)OC(N)=C(C#N)C1c1ccc(OC)c(CSc2ccccn2)c1 (centres undefined) | -16% | 28% | -15% | -21% | -2 | 0.1 | -6 | -17% |
| Cc1ccc(NCc2cccnc2)c(Br)c1 | 7% | -3% | 5%[57.1 µM] | -4% | 3 | -0.3 | 10 | 15%[57.1 µM] |
| CCCC1(C(=O)OCC)NC(c2cc(OC)c(OC)c(OC)c2)C2C(=O)N(CC)C(=O)C21 (centres undefined) | 2% | -4% | -11% | 0% | -1 | 0.3 | 26 | -12% |

(cont.)
SMILES | D2 ag | IDH1 R132H inh | Pin1 inh | TrxR1 substrate | USP1-UAF1 inh | TRHR enhancer | TRHR ag | D2 antag | TrxR1 inh
O=C(CSc1nnc(CNC(=O)c2ccco2)o1)Nc1ccc(F)cc1F | -0.1 | 5% | -9% | -1% | -27% | 1 | -0.7 | -3 | -8%
COc1ccccc1/C=C(\C#N)c1nc(-c2cc3ccccc3oc2=O)cs1 | 2.4 | 0% | u | 1% | u | 4 | 6.7 | x | u
CCOc1ccc(C(C)=O)cc1N1C(=O)C2C(C1=O)C1C=CC2C12CC2 (centres undefined) | -1.7 | -1% | 0% | 2% | 2% | -5 | -0.8 | -12 | 18%
Cc1nnc(C)n1/N=C/c1ccc2c(c1)OCCO2 | 0.4 | -3% | u | -6% | 2% | 9 | 0.0 | -7 | 0%
CN(C)c1ccnc2sc3c(NCC(O)CO)ncnc3c12 (centres undefined) | 1.2 | 8% | 2% | 11% | -22% | 5 | 0.1 | -1 | 5%
CCOc1ccccc1CNC(=O)c1cn(C)c(=O)c2c1c1ccccc1n2C | -0.1 | 2% | 4% | -2% | -12% | 2 | -0.2 | -7 | 12%
CCCCOc1cccc(OCCCC)c1C(=O)Nc1cc(C)on1 | 2.8 | 5% | 5% | 10%[57.1 µM] | -24% | -4 | -2.3 | 5 | 22%
Cc1ccc(S(=O)(=O)C(CCC(=O)c2ccc(Cl)cc2)C(N)=O)cc1 (centres undefined) | -0.9 | 3% | u | -8% | -10% | -1 | -0.5 | -1 | -14%
CCOC(=O)CSc1nnc(CNC(=O)c2cc(OC)c(OC)c(OC)c2)n1C | 0.0 | 4% | 10% | 0% | -21% | -2 | 0.3 | 14 | 0%
CC(OC(=O)c1cnc2ccccc2n1)c1ccccc1Cl (centres undefined) | -1.8 | 11% | 2% | 1% | -13% | -6 | -1.0 | -1 | 7%
CCN(CC)c1cc(C(F)(F)F)nc(-c2ccccn2)n1 | -0.6 | 0% | -2% | -3% | 6% | -5 | -0.9 | -9 | -7%
CC(=O)N1CCN(S(=O)(=O)c2cccc(C(=O)Nc3nc4c(s3)CCCC4)c2)CC1 | -0.3 | 7% | -2% | -13% | -21% | 6 | -0.7 | -3 | -6%
CCN1C(=O)N(CC)C2NC(=S)NC21 (centres undefined) | 1.3 | 3% | -4% | 9%[57.1 µM] | 0% | 5 | 0.6 | 4 | 8%[57.1 µM]
CN1/C(=C\C(=O)CSc2cccc[n+]2[O-])C(C)(C)c2ccccc21 | -0.3 | 1% | 26% | 7% | -17% | -6 | 0.4 | 7 | 7%[57.1 µM]
Cc1cc(C)nc(N/N=C/C2=C(N3CCOCC3)C(=C\c3ccc(Cl)cc3)/CC2)n1 | 2.5 | -2% | 11% | 0% | -12% | 0 | -0.7 | 6 | u
CSC1=NCCN1S(=O)(=O)c1ccc(NC(C)=O)cc1 | 8.3 | -3% | -1% | 8% | -21% | 1 | 0.1 | 3 | 25%
Cc1ccc(OCC(=O)OCC(=O)N2c3ccccc3CC2C)cc1C (centres undefined) | 0.8 | -4% | 13% | -3% | -18% | -3 | 0.6 | 26 | 21%
COc1cc(NC(=O)CSc2nc(C)c(C)c(C)n2)cc(OC)c1 | -0.6 | -3% | 1% | 1% | 1% | 0 | -1.5 | 48* | 15%
CC1CN(c2ccc([N+](=O)[O-])cn2)CC(C)O1 (centres undefined) | 1.4 | 2% | 0% | 2%[57.1 µM] | -5% | 0 | -0.1 | 3 | -9%[57.1 µM]
COc1ccc(S(=O)(=O)NCc2ccco2)cc1C(=O)N1CCOCC1 | -0.4 | 1% | -4% | -9% | -15% | 19 | -0.7 | 10 | 16%[57.1 µM]
Cc1ccc(NC(=O)C2CCC(CNc3c(N4CCC(C)CC4)c(=O)c3=O)CC2)cc1F (centres undefined) | -1.0 | -4% | 5% | 2%[57.1 µM] | -4% | -6 | -0.2 | -10 | 20%[57.1 µM]
CN(C(=O)c1cc(-c2ccccc2O)on1)c1ccccc1 | -1.1 | 3% | -4% | 0% | -2% | -5 | -1.1 | x | 7%
CCc1ccccc1NC(=O)CN(c1ccc(OC)cc1)S(=O)(=O)c1c(C)n[nH]c1C | 0.4 | -1% | 0% | 5% | -27% | -3 | -0.8 | x | 20%
CCC(=O)N1CCc2cc(S(=O)(=O)N3CCN(c4ccccc4)CC3)ccc21 | -3.1 | 0% | -8% | -4% | -6% | 12 | -0.3 | -27 | 12%
Cc1ccc(-n2c(=O)c3oc4ccccc4c3n(Cc3cccc(F)c3)c2=O)cc1C | x | 7% | 11% | 2% | -11% | 3 | 1.4 | x | 11%

A draw from above in order of molecular weight, smallest number first:
SMILES | D2 ag | IDH1 R132H inh | Pin1 inh | TrxR1 substrate | USP1-UAF1 inh | TRHR enhancer | TRHR ag | D2 antag | TrxR1 inh
CN(C(=O)c1cc(-c2ccccc2O)on1)c1ccccc1 | -1.1 | 3% | -4% | 0% | -2% | -5 | -1.1 | x | 7%
CCC(=O)N1CCc2cc(S(=O)(=O)N3CCN(c4ccccc4)CC3)ccc21 | -3.1 | 0% | -8% | -4% | -6% | 12 | -0.3 | -27 | 12%
Cc1ccc(-n2c(=O)c3oc4ccccc4c3n(Cc3cccc(F)c3)c2=O)cc1C | x | 7% | 11% | 2% | -11% | 3 | 1.4 | x | 11%
